Bcl-xL primary = blocks human Bcl-xL binding to Bim BH3 peptide; Q07817; GST-Bcl-xL / FITC-Bim BH3 peptide fluorescence polarization; inhibition, % at 10.9 µM; AID 2129; 320,000 tested, 0.7% active;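 active = inhibition above the mean of all tested compounds plus 3 SD, cutoff set per campaign, cut at about 30% in these data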;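 note: 0% = DMSO wells and 100% = unlabeled Bim-BH3 peptide competitor; inhibitors lower millipolarization by displacing the labeled peptide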
MCL1-BIM inh = inhibitors of human MCL1 binding to BIM-BH3 peptide | AID 2057 | GST-MCL1 / FITC-Bim-BH3 fluorescence polarization | Q07820 | inhibition, % at 10.9 µM | 320,000 tested, 0.68% active;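 active = inhibition above the mean inhibition of all tested compounds plus 3 SD, set per campaign, cut at about 40% in these data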;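 note: 0% = DMSO wells and 100% = unlabeled Bim-BH3 peptide control; higher means more loss of mP so more displacement of Bim peptide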
Fam108B counter = blocks mouse Fam108B hydrolase in RBBP9 counter-screen. inhibition, % at 9.51 µM. 300,000 tested, 0.33% active. recombinant Fam108B, FP-Rh probe fluorescence polarization;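 active = inhibition above the screen mean inhibition plus 3 SD, computed separately per campaign, cut at about 18% in these data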;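 note: inhibitors lower polarization as less probe binds the enzyme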
Efflux pump mplx = blocks antifungal efflux pumps in multiplex yeast assay. S. cerevisiae Candida pump triplex, Nile Red efflux. inhibition, % at 10 µM. 330,000 tested, 0.44% active. AID 485275;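 active = plate passing quality check with inhibition over a set limit, or well fluorescence over plate mean plus 4 SD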;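 note: Nile Red retained in pooled yeast measured as flow cytometry median fluorescence; 0% = buffer negative control and 100% = Enniatin B positive control; higher means more Nile Red kept so more efflux inhibition; some compounds called inactive have numbers as strong as hits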
GLD-1 RNA inh = GLD-1-TGE RNA interaction inhibition (C. elegans). Q17339. purified GLD-1 + fluorescein TGE RNA, fluorescence polarization. inhibition, % at 5.96 µM. 320,000 tested, 0.44% active;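 active = percent inhibition above a per-plate cutoff, the plate mean of test compounds plus 3 SD, cut at about 30% in these data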;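 note: 0% = DMSO wells with GLD-1 and probe and 100% = wells lacking GLD-1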
Target sequence (Q17339 whole entry, looked up): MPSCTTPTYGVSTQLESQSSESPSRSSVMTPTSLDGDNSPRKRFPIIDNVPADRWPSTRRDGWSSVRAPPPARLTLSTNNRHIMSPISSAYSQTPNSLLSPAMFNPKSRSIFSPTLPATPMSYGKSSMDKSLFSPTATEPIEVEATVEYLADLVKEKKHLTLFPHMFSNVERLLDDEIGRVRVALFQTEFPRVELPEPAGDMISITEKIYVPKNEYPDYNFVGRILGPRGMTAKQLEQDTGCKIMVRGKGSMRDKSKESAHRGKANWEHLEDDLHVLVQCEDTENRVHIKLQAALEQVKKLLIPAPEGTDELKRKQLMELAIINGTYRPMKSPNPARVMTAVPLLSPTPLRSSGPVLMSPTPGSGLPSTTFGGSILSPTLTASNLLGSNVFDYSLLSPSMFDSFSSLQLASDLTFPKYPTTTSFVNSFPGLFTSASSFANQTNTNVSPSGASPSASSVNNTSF
MEX-5 binding = C. elegans MEX-5 TCR-2 RNA binding activity | MEX-5/FITC-TCR2 RNA binding, fluorescence polarization; stronger effect = lower value | AID 1832 | 300,000 tested, 0.38% active | activity score (negative = inhibition of binding), % at 10 µM;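 active = inhibition past about -25% in most replicates, and total fluorescence under double the plate's negative control median, limit read from the data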;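 note: 0% = DMSO and -100% = 5 µM competing unlabeled TCR2 RNA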
Target sequence (Q9XUB2 whole entry, looked up): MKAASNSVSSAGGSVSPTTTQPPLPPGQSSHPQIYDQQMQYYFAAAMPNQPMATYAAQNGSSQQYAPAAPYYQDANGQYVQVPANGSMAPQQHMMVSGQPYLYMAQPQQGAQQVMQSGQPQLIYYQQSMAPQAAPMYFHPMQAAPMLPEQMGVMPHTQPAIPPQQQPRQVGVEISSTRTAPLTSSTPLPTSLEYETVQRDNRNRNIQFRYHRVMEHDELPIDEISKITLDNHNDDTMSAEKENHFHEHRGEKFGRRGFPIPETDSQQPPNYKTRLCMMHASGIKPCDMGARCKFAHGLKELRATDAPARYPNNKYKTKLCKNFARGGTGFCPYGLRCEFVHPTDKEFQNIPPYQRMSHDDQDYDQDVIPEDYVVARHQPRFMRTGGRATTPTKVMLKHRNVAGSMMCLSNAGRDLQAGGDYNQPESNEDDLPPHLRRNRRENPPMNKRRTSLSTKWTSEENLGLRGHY
EBNA-1 inhibitor = blocks EBNA-1 binding to DNA; inhibition, % at 14.8 µM; EBNA-1 DNA binding, fluorescence polarization; 300,000 tested, 0.34% active; in the data active = inhibition above about 28%
ZTA DNA inh = blocks Epstein-Barr virus ZTA, an EBNA-1 counter-screen | ZTA-DNA binding, fluorescence polarization | P03206 | inhibition, % at 11 µM | 320,000 tested, 0.15% active; in the data active = inhibition above about 33%
Yeast superoxide = yeast age-related superoxide inhibition as caloric restriction mimetic | S. cerevisiae aged cells, superoxide DHE fluorescence; stronger effect = lower value | superoxide response (% of plate mean), % at 10 µM | 330,000 tested, 0.18% active | AID 2690;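 active = superoxide response under a set limit, about three screen SD below normal, cut at about 65% in these data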;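 note: yeast aged for seven days with compound at 30 °C before DHE staining; 100% = average MFI of all compound-treated wells on the plate with controls excluded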
Active calls of the source: *; . = not tested or not shown.

SMILES	Bcl-xL primary	MCL1-BIM inh	Fam108B counter	Efflux pump mplx	GLD-1 RNA inh	MEX-5 binding	EBNA-1 inhibitor	ZTA DNA inh	Yeast superoxide
O=C(Nc1nc(-c2ccccc2)cs1)C1CCCN(S(=O)(=O)c2ccccc2)C1 (stereo not given)	-1	-5	-27	-0.1	7	-0.5	-3	4	116
CCN(CC)C(=O)c1ccc(Nc2nnc(C)c3ccccc23)cc1	4	6	0	-0.1	2	1.8	20	-2	84
COc1ccc(CCNC(=O)CSc2nc3[nH]c(=O)cc(O)c3s2)cc1	7	9	.	0.0	6	.	.	-8	76
COc1cc(C(=O)Nc2c(C(=O)O)[nH]c3ccc(Br)cc23)cc(OC)c1OC	4	-11	9	0.2	1	-1.4	16	0	119
Cn1ccnc1SCC(=O)Nc1ccc2ccccc2c1	-2	-7	-1	-0.1	-1	-3.2	1	7	75
O=C(CN1CCSCC1)N/N=C/c1cccc(Cl)c1	5	3	-4	0.0	5	0.1	-8	-3	105
Cc1cc(OCCCn2ccnc2)cc(C)c1Cl	1	3	-2	-0.1	0	4.4	-7	5	88
COc1ccc(NC(=O)Nc2ccc(CC(=O)O)cc2)cc1	3	0	2	0.0	-1	-2.1	-11	-6	100
Cc1cc(C)n2nc(C(=O)N/N=C/c3ccc(O)cc3)nc2n1	3	6	-4	0.1	0	-2.4	0	17	88
CC1=C(C(N)=O)C(c2cccnc2)n2nc(SCc3ccccc3Cl)nc2N1 (stereo not given)	-3	-4	0	0.2	-7	-1.3	6	0	110
COc1ccc(CNC(=O)CN(C(=O)CCC(=O)Nc2nccs2)c2cccc(C)c2)cc1	-4	-4	-5	0.1	-6	0.4	-17	-1	100
O=C(CCCCCN1C(=O)CCC1=O)Nc1ccc(Cl)c(C(F)(F)F)c1	4	3	2	-0.1	-2	0.6	8	-16	90
COC(=O)c1ccc2nc(-c3cccc(N)c3)cn2c1	4	5	4	-0.1	5	1.4	11	1	87
O=C(O)COCC(=O)N1CCCN(c2nccc(C(F)(F)F)n2)CC1	5	0	0	0.0	1	0.3	4	5	99
COc1cccc(C(=O)Nc2c(F)cccc2F)c1	4	-1	5	0.0	2	1.2	-5	-3	111
Cc1onc(-c2ccccc2)c1C(=O)OCCOc1cccc(Cl)c1	4	10	-5	0.0	5	0.1	0	6	115
COC(=O)c1c(NC(C)=O)sc2c1CCCCC2	2	-2	2	-1.7	1	2.1	5	0	104
Clc1ccc(-c2ccc(/C=N/Nc3nncc(-c4ccccc4)n3)o2)cc1	0	1	6	-0.1	5	0.9	7	14	97
COc1ccc(C(O)P(=O)(OC(C)C)OC(C)C)c(OC)c1 (stereo not given)	0	-1	4	-0.1	-1	0.0	1	7	90
COc1ccc(CCN2C(=O)CC(N3CCOCC3)C2=O)cc1 (stereo not given)	2	3	5	0.0	-4	1.4	14	4	93
Cc1nnc(SCC(=O)Nc2cc(C(N)=O)cc(C(N)=O)c2)n1-c1ccccc1	4	-3	1	-0.1	4	-3.5	-6	-8	98
Cc1nn(C)c(C)c1NC(=O)CN1CCC(O)(c2ccc3c(c2)OCO3)CC1	7	4	-1	-0.2	2	1.1	-8	-9	102
O=C(NCCCn1ccnc1)Nc1ccc(Cl)cc1	-3	-3	2	0.0	5	-0.8	6	7	80
CCOC(=O)N1CCN(C(=O)CN(c2cccc(C(F)(F)F)c2)S(C)(=O)=O)CC1	0	-1	0	-0.4	-4	-0.5	7	-1	106
O=C(O)c1ccccc1OC(=O)C12CC3CC(CC(C3)C1)C2	7	3	3	-0.2	2	2.0	-15	-1	96
COCC(=O)NNS(=O)(=O)c1ccccc1[N+](=O)[O-]	0	7	1	-0.5	2	-1.1	0	-11	130
CCOc1ccc(C(=O)NCCCCNC(=O)c2ccc(OCC)cc2)cc1	10	4	0	0.1	7	-3.3	28*	-6	92
CCOC(=O)c1c(C)n(-c2ccc(C)cc2)c2ccc(OCC(O)CNCC3CCCO3)cc12 (stereo not given)	5	1	-3	-0.1	4	1.5	-10	-2	102
CC(NC(=O)c1ccccc1C(=O)O)c1ccc(-n2ccnc2)cc1 (stereo not given)	-5	-15	-1	0.1	3	2.3	1	0	90
CCOC(=O)CSC1=NN2CCS(=O)(=O)N=C2S1	-7	-2	-3	-0.1	1	1.2	0	6	96
COc1ccc(C(=O)c2ccc(CC(=O)O)s2)cc1	-1	-12	2	-0.1	2	2.6	-5	-9	108
COC(=O)CN(C)C(=O)c1cccc(OC2CCN(S(=O)(=O)N(C)C)CC2)c1	7	3	0	0.1	8	-1.7	0	-6	101
CCOc1cccc(NC(=O)/C(C#N)=C/c2cccnc2)c1	3	-6	-2	0.1	-5	-2.5	-2	-6	93
O=C(Cc1cccc2ccccc12)N/N=C/c1ccc(Sc2nc3ccccc3s2)o1	0	-2	-35	0.3	2	-1.3	-2	-12	106
COc1cc(C#N)c(NC(=S)N2CCOCC2)cc1OC	4	1	0	-0.2	-6	3.6	-3	-14	101
Cc1cc(CNC(=S)Nc2ccc(Br)cc2Cl)nn1C	3	2	-2	-0.1	-3	0.2	6	6	85
COCCN1C(=O)C(CC(=O)Nc2ccc(C(C)=O)cc2)SC1=Nc1ccccc1 (stereo not given)	6	5	-2	0.0	2	-0.5	0	-8	98
COc1ccc(/C=N/NC(=O)c2sc3nc(C)cc(C)c3c2N)cc1	6	9	-1	0.0	6	-1.3	14	0	98
COCCCNC(=O)c1ccccc1-c1cc(C)no1	5	-4	1	0.0	-4	-3.2	-1	11	107
OC(CNC1CCCC1)COc1ccc(Cl)cc1 (stereo not given)	2	1	0	0.0	1	-1.0	-5	-10	101
Cc1cc(C)n(-c2nc3c(c(=O)[nH]c(=O)n3C)n2Cc2cccc(Br)c2)n1	0	-1	0	0.1	0	-1.5	2	-4	114
O=C(NCCOc1ccccc1F)C1CCC(=O)N(CCc2cccc(F)c2)C1 (stereo not given)	4	2	0	-0.1	-6	1.0	1	-2	98
CCOc1ccccc1NC(=O)CCc1nnc2ccc(NCc3ccco3)nn12	12	6	4	0.0	0	1.2	6	12	101
COc1cccc(C(=O)Nc2ncc3c(n2)CC(c2ccc(OC)cc2OC)CC3=O)c1 (stereo not given)	6	12	1	0.5	3	1.2	0	5	114
CCSc1ccccc1C(=O)Nc1ccc2c(c1)OCO2	2	10	5	-0.1	4	1.8	-1	-17	96
CCOC(=O)c1cnc2ccccc2c1Nc1cc(C(=O)O)ccc1C	24	20	0	0.0	27	-6.2	-2	-4	100
CCC(=O)c1cc(-c2nc3ccccc3n2C)n(C)c1	5	9	-5	0.1	6	-3.8	3	8	98
COc1cccc(NC(=O)CN(C)S(=O)(=O)c2ccc3c(c2)CCC(=O)N3)c1	7	7	-7	0.1	6	-0.2	2	20	107
Cc1ccccc1Nc1ncnc2c1cnn2-c1ccccc1	7	6	-4	-0.1	5	0.6	1	1	98
COc1ccc2c(c1)C1CC(C)(NC(=O)C1S(=O)(=O)c1ccc(F)cc1)O2 (stereo not given)	7	14	4	-0.1	4	2.9	-2	-9	90

Additional entries follow:
SMILES	Bcl-xL primary	MCL1-BIM inh	Fam108B counter	Efflux pump mplx	GLD-1 RNA inh	MEX-5 binding	EBNA-1 inhibitor	ZTA DNA inh	Yeast superoxide
Cc1cc(=O)oc2cc(OCC(=O)Nc3nnc(C4CC4)s3)ccc12	1	-11	0	-0.1	2	1.4	8	13	93
Cc1c(Nc2nc3ccccc3n3cnnc23)cccc1[N+](=O)[O-]	-3	4	3	0.0	-7	1.9	-3	-11	103
Cc1cccnc1NC(=O)CCNS(=O)(=O)c1ccc2c(c1)c(=O)n(C)c(=O)n2C	-3	-3	0	-0.1	-1	-2.8	0	6	114
CCCCn1c(N)c(N(CCOC)C(=O)CSCc2c(C)noc2C)c(=O)[nH]c1=O	12	13	-2	0.1	1	-1.3	5	0	82
CC(NC(=O)Nc1ccccc1)C(c1cccs1)N1CCN(c2ccccc2)CC1 (stereo not given)	6	4	1	0.0	-5	.	10	-4	92
CSCCC(NC(=O)/C(=C/c1ccc(F)cc1)NC(C)=O)C(=O)O (stereo not given)	5	-5	2	0.6	0	-5.0	-8	5	95
Cc1ccccc1C(=O)NC1CCCCCCC1	2	-5	2	0.2	-2	-1.0	-11	-6	98
Cc1cccc(OCC(O)CN2CCN(CCN3C(=O)c4cccc5cccc(c45)C3=O)CC2)c1C (stereo not given)	4	-5	-4	0.3	-5	0.1	-1	3	97
NNC(=O)c1cc(C23CC4CC(CC(C4)C2)C3)nc2ccccc12	1	1	-2	0.0	60*	-1.4	9	-2	106
CO/N=C/NC(=O)c1c(OC)ccnc1Oc1cccc(C(F)(F)F)c1	-1	-3	3	0.0	3	2.4	1	19	106
CC(C)NC(=O)c1cc2nc(-c3ccco3)cc(C(F)(F)F)n2n1	6	6	2	-0.1	6	-1.9	7	-2	105
Cc1c(-c2ccccc2)c(P(=O)(N2CCOCC2)N2CCOCC2)c2ccccn12	9	7	1	0.0	3	-0.2	-3	7	97
CN(C)c1cc2c(cc1NS(=O)(=O)c1ccccc1)n(C)c(=O)n2C	2	8	2	-0.1	-2	0.9	3	17	97
COc1ccc(CCNc2nc(C)nc3c2nnn3Cc2ccccc2)cc1OC	3	0	2	-0.1	-2	0.9	3	9	101
O=C(O)CC(NC(=O)C1CCCCC1)c1cc([N+](=O)[O-])ccc1Cl (stereo not given)	5	1	1	-0.1	3	0.5	9	6	103
CCS(=O)(=O)c1ccc(O)c(NC(=O)NC2CCCCC2)c1	0	-6	2	0.1	-4	0.5	3	14	94
COc1ccc(/C=N/NC(=O)CC2N=C(Cc3ccccc3)NNC2=O)cc1OC (stereo not given)	4	-2	0	0.0	2	-2.4	6	-2	79
CC(=O)Cn1ncc(N2CCOCC2)c(Br)c1=O	11	2	0	0.1	4	-0.6	-3	2	90
Cc1ccc(-n2c(Cc3cccn3C)nnc2SCC(=O)N2CCN(c3ccccc3)CC2)cc1	-2	-14	-3	0.5	0	.	-5	-10	94
CCOc1ccccc1N	3	3	.	0.4	4	.	.	-7	122

The final 3 records of the section before lead into the next.
SMILES	Bcl-xL primary	MCL1-BIM inh	Fam108B counter	Efflux pump mplx	GLD-1 RNA inh	MEX-5 binding	EBNA-1 inhibitor	ZTA DNA inh	Yeast superoxide
CC(=O)Cn1ncc(N2CCOCC2)c(Br)c1=O	11	2	0	0.1	4	-0.6	-3	2	90
Cc1ccc(-n2c(Cc3cccn3C)nnc2SCC(=O)N2CCN(c3ccccc3)CC2)cc1	-2	-14	-3	0.5	0	.	-5	-10	94
CCOc1ccccc1N	3	3	.	0.4	4	.	.	-7	122
Cc1nn(C)cc1C1Nc2ccccc2C(=O)N1O (stereo not given)	11	9	0	0.0	-1	0.4	-20	-5	94
c1ccc(-n2ncc(-c3nn[nH]n3)n2)cc1	5	7	4	0.1	4	-2.4	-8	-1	92
COc1cccc(NC(=O)CSc2nnc(NC(=O)C3CC3)s2)c1	2	4	-1	0.1	-1	-0.2	1	-4	101
Cc1ccc(NC(=O)CCCNC(=O)c2ccc(Cl)cc2)nc1	1	0	3	-0.1	4	0.3	-3	0	102
O=C(CSC1=NCCS1)Nc1ccc2ccccc2c1	8	18	3	0.1	1	-1.8	3	7	77
Cc1ccc(/C=C/c2ccc(=O)n(Cc3ccccc3Cl)n2)cc1	-1	-9	-9	0.2	3	-0.9	-11	-33	92
Clc1ccc(Cn2cnc3ccccc32)cc1	5	-1	-5	0.3	-2	2.6	-13	-8	99
COc1ccc(C(=O)Nc2cc(C(C)=O)c(C)oc2=O)cc1	3	-2	0	0.4	-8	-2.2	-7	0	93
